High-throughput results deposited in PubChem BioAssay by several laboratories.
AID2073: disruptors of CaV2.2 binding to Mint1 – biochemical, HTRF (AID 2073); hit rate 0.19% among 290,000; HTRF protein-protein interaction, Mint1-CaV2.2; higher % means a stronger effect; inhibition, % at 20 µM; hits with a dose series show IC50 in µM; in the data active = inhibition mostly above about 51%, no sharp cut-off; also: some results filed as inactive read as strong as hits
GPR35 arrestin U2OS: GPR35 antagonists blocking zaprinast-driven arrestin recruitment, primary screen, imaging, U2OS, beta-arrestin-GFP, zaprinast agonist (AID 2058). inhibition, % at 10 µM, or IC50 in µM where a hit was titrated. U2OS GPR35 beta-arrestin-GFP translocation imaging, zaprinast antagonism; higher % means a stronger effect. hit rate 0.052% among 290,000;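 active = inhibition of at least 50% with at least 30 cells and total cytoplasm GFP at most 10,000,000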
GPR55 LPI antagonism: GPR55 antagonists blocking LPI-driven arrestin recruitment, primary screen, imaging, U2OS, beta-arrestin-GFP, LPI agonist (AID 2013) | U2OS GPR55 beta-arrestin-GFP translocation imaging, LPI antagonism; higher % means a stronger effect | inhibition, % at 10 µM, or IC50 in µM where a hit was titrated | hit rate 0.13% among 290,000;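 active = spots per cell inhibited over 60%, with over 100 cells counted and total cytoplasm intensity under 500,000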;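 also: U2OS cells stably carrying GPR55 and arrestin-GFP stimulated by 5 µM LPI near EC80; imaged beta-arrestin-GFP aggregate spots per cell after agonist stimulation; plate controls were LPI-stimulated DMSO wells for no effect and DMSO wells without LPI for full effect; some results filed as inactive read as strong as hits; confirmed hits need IC50 under 10 µM and bright autofluorescent wells are also inconclusive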
NS5 inhibitors: flavivirus cap methylation enzyme inhibition – biochemical, confirmation dose response, primary screen (AID 588689); Dengue-2 NS5 methyltransferase capping enzyme assay, biochemical; higher % means a stronger effect; one-dose inhibition, % at 25 µM; IC50 in µM for titrated hits; hit rate 0.3% among 340,000; in the data active = a potency from the dose series
NTR1 agonist: agonists of NTR1, primary screen, imaging, U2OS cells, beta-arrestin-GFP, high content (AID 493036); hit rate 0.17% among 330,000; P30989; activation, % at 20 µM; NTR1-U2OS beta-arrestin-GFP spot imaging, agonist mode;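 active = activation at or above 40% of the spot to cytoplasm intensity ratio, with at least 20 cells analyzed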;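 also: 0% = DMSO without peptide and 100% = 100 nM NTR1 peptide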
Target sequence (P30989 whole entry, looked up): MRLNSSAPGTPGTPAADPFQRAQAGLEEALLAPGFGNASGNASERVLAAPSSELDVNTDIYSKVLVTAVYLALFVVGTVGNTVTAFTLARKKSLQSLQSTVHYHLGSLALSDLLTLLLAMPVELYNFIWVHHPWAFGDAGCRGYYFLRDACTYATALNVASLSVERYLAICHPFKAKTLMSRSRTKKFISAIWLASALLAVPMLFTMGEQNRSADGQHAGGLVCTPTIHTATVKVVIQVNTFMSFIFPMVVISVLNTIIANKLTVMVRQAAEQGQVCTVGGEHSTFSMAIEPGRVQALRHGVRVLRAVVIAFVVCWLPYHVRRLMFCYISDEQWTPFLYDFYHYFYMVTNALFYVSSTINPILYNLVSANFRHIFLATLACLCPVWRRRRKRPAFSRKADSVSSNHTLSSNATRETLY
Large T inhibition: SV40 large T antigen inhibitors, biochemical (AID 1903); inhibition, % at 20 µM; hits with a dose series show IC50 in µM; SV40 large T antigen ATPase/helicase inhibition assay; higher % means a stronger effect; hit rate 0.39% among 310,000; in the data active = a potency from the dose series; also: strong numbers were not always called active
GPR55 beta-arrestin: selective activators of receptor GPR55 – imaging, U2OS cells, beta-arrestin-GFP redistribution, primary screen (AID 1961). U2OS GPR55 beta-arrestin-GFP redistribution imaging; higher % means a stronger effect. activation, % at 10 µM; hits with a dose series show EC50 in µM. hit rate 0.048% among 290,000;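 active = activation above 40% with more than 50 cells counted in the well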;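 also: U2OS osteosarcoma cells stably expressing GPR55 and beta-arrestin-GFP; plate controls were DMSO negative control for no effect and LPI positive control for full effect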
Yfh1-depleted yeast: mitochondrial function rescue without frataxin homolog – Friedreich's ataxia, plus single-dose screen, dose response (AID 1465). S. cerevisiae Yfh1-off respiration, WST-1 reduction, 72 h; higher fold induction means a stronger effect. one-dose fold induction at 50 µM; EC50 in µM for titrated hits. hit rate 0.074% among 220,000;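 active = fold induction of absorbance versus untreated yeast above a set limit, then at least 30% activation at any dose in follow-up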;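 also: activators that raise dye reduction in frataxin-depleted yeast; strong numbers were not always called active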
MgcRacGAP inhibition: MgcRacGAP GTPase-activating activity inhibitors, confirmation, biochemical, ADP Hunter fluorescence | hit rate 0.6% among 340,000 | MgcRacGAP-stimulated Rac1 GTP hydrolysis, ADP Hunter fluorescence; higher % means a stronger effect; GST-tagged Rac1 F28L mutant substrate | inhibition, % at 30 µM; hits with a dose series show IC50 in µM;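 active = first-screen hits whose inhibition reached a set limit at any dose in the follow-up dose series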;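 also: fluorescence reports GDP produced by GAP-driven GTP hydrolysis; strong numbers were not always called active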
NTR1 agonist cell count 20 µM: further read-out of NTR1 agonist, marked with its call; cell count; measured here: cell count, cytotoxicity flag
NS5 inhibitors pilot replicate: recorded beside NS5 inhibitors, whose call it bears; inhibition, %; measured here: pilot screen replicate inhibition
* = called active by the depositor; i = inactive; . = no result given.

SMILES	AID2073	GPR35 arrestin U2OS	GPR55 LPI antagonism	NS5 inhibitors	NTR1 agonist	NTR1 agonist cell count 20 µM	Large T inhibition	GPR55 beta-arrestin	Yfh1-depleted yeast	MgcRacGAP inhibition	others
O=C(c1ccccc1S(=O)(=O)NCC(O)COc1ccc([N+](=O)[O-])cc1)N1CCCCC1 (stereo not drawn)	2%	15%	18%	-2%	0.2	47	3%	-0.1%	i	2%
CC[n+]1c(C=C2C=C(C)OC(C)=C2)sc2ccccc21	33%	12%	2%	-9%	-0.4	91	9%	0.1%	84µM*	21%
CN(CCC#N)c1ncnc2scc(-c3ccccc3)c12	-3%	-4%	-6%	-1%	0.5	56	-1%	-0.2%	i	8%
CSc1ccccc1C(=O)Nc1cc(C)ccc1C	-2%	11%	-2%	7%	-1.6	74	3%	-0.1%	i	3%
C1CCCCCC(=NNc2nn[nH]n2)CCCCC1	6%	9%	4%	-8%	-0.6	43	10%	-0.1%	i	10%
Cc1cccc(NC(=S)N(C)C2(c3ccccc3Cl)CCCCC2=O)c1 (stereo not drawn)	-4%	12%	13%	-2%	2.1	73	5%	0.0%	i	8%
Cc1ccc(C(C(=O)NCc2ccco2)N(C(=O)Cn2nnc3ccccc32)c2ccccc2)o1 (stereo not drawn)	-4%	-1%	6%	2%	1.2	61	3%	-0.6%	i	4%
CC1CCN(C(=O)CCc2ccc(S(=O)(=O)NC(C)(C)C)cc2)CC1	-2%	-1%	19%	-1%	1.2	42	-2%	-0.1%	i	3%
COC(=O)CSc1nc2cc(OC)ccc2n1C	-8%	10%	-2%	2%	0.7	65	12%	-0.1%	i	0%
Nc1c(N2CCN(c3ccccc3)CC2)c2ccccc2oc1=O	-9%	11%	3%	-6%	5.3	47	8%	0.2%	i	2%
O=c1oc2ccccc2nc1/C=C(\O)c1ccc(Br)cc1	-8%	5%	2%	10%	0.0	68	13%	-0.1%	i	3%
CCn1c(SCC#N)nc2cc(S(=O)(=O)N3CCOCC3)ccc21	2%	-9%	9%	-3%	0.6	50	20%	0.3%	.	-2%
Cc1cccc(C(=O)NCc2nnc(SCC(=O)Nc3nncs3)n2C)c1	2%	-12%	-3%	7%	1.2	45	12%	-0.4%	.	3%
CCOc1ccc(/C=C/C(=O)N(CC)CC(=O)NCc2cccs2)cc1OC	.	.	.	-9%	-1.5	78	11%	.	.	3%
COc1cc([C@H]2[C@@H]3CCCC[C@]3(O)CCN2Cc2ccccc2F)ccc1O	1%	1%	-3%	2%	2.8	87	21%	-0.1%	i	5%
O=S(=O)(Nc1ccc(Cc2ccncc2)cc1)c1ccc(Br)s1	3%	17%	13%	-11%	-0.8	76	7%	-0.1%	i	1%	NS5 inhibitors pilot replicate=-9.1
CCNC(=S)N1CCC(C(=O)c2ccc3c(c2)OCCO3)CC1	8%	8%	8%	-8%	0.0	43	23%	0.5%	i	11%
COc1ccc(C(CNC(=O)c2oc3ccc(C)cc3c2C)N2CCCCC2)cc1 (stereo not drawn)	16%	12%	12%	-2%	11	69	2%	0.2%	.	6%
O=C(COC(=O)c1cccnc1Cl)Nc1cccc(S(=O)(=O)N2CCCCC2)c1	13%	-16%	-10%	-7%	2.8	84	4%	-0.4%	i	2%
CN(Cc1ccccc1)C(=O)CSc1nnc(-c2ccco2)n1-c1ccccc1	-1%	5%	0%	-6%	1.9	54	-9%	-0.3%	i	6%
CCOc1cc(C)c(S(=O)(=O)NCc2ccccn2)cc1C	-5%	5%	8%	-2%	-0.6	63	5%	-0.1%	.	11%
CC1(C)NC(=O)N(CCOCCOc2ccccc2)C1=O	6%	7%	-18%	-8%	-0.2	95	8%	-0.1%	.	10%
COc1ccc(N2C(=O)C3CCCN3C2c2cccs2)cc1 (stereo not drawn)	13%	-3%	14%	-1%	-2.5	88	1%	-0.2%	i	-1%
COc1cccc(N2CC(O)=C(c3nc4ccccc4s3)C2=N)c1	15%	10%	-27%	-8%	0.1	75	7%	-0.2%	i	10%
CCOC(=O)c1c(NC2=NS(=O)(=O)c3ccccc32)sc2c1CCCCC2	1%	3%	7%	-2%	13	55	-4%	-0.2%	i	-1%
O=C(C1CCC(C(=O)N2CCc3ccccc32)CC1)N1CCc2ccccc21 (stereo not drawn)	-3%	-14%	2%	6%	2.2	65	13%	-0.2%	i	13%
COc1ccccc1CNC(=O)c1ccc(-c2ccccc2Cl)o1	10%	5%	-21%	13%	7.0	52	3%	-0.3%	i	-4%
CCN(C(=O)CN1CCN(S(=O)(=O)c2ccccc2C(F)(F)F)CC1)c1c(N)n(Cc2ccccc2)c(=O)[nH]c1=O	-3%	8%	2%	-7%	3.4	52	7%	-0.3%	i	5%
COc1cccc(C(c2nnnn2Cc2ccco2)N2CCN(c3cccc(C)c3C)CC2)c1OC (stereo not drawn)	3%	2%	100%*	-2%	-1.6	89	4%	0.6%	i	5%
CCCCC(=O)NC1(C(F)(F)F)NC(=O)N(C)C1=O (stereo not drawn)	14%	-7%	4%	-10%	1.5	62	18%	-0.1%	i	11%
CCC12CN3CC(CC)(CN(C1)C31C(=O)N(C)c3ccc(C)cc31)C2=O (stereo not drawn)	21%	-2%	2%	-7%	1.2	75	14%	-0.1%	i	3%
COc1ccccc1N1CCN(C2=Nc3cccc4cccc2c34)CC1	10%	0%	96%*	-15%	3.1	40	-2%	-0.4%	i	16%
CCOC(=O)N1CCN(C(=O)C2CCCN(S(=O)(=O)c3ccccc3)C2)CC1 (stereo not drawn)	7%	1%	0%	1%	-0.7	64	3%	-0.2%	i	-2%
Cc1noc(C)c1S(=O)(=O)N1CCC(C(N)=O)CC1	7%	-6%	21%	-5%	0.0	63	7%	0.1%	.	3%
CC(C)C1NC(=S)N(Cc2ccccc2)C1=O (stereo not drawn)	-5%	23%	18%	-6%	-1.7	99	-1%	-0.1%	i	4%
S=c1[nH]nc(-c2ccc3ccccc3n2)o1	42%	-8%	12%	5%	-0.4	45	11%	0.2%	i	5%
CCCn1c(=O)c(C(=O)c2ccccc2)nc2ccccc21	-2%	11%	.	-11%	-0.7	90	-5%	0.6%	i	-1%
COc1ccc(C(=O)N2c3ccccc3C(=O)OC2c2ccc3c(c2)OCO3)cc1 (stereo not drawn)	1%	-1%	2%	-8%	1.1	53	11%	-0.1%	i	13%
CCCCCCCCN1[C@@H](CC(=O)O)c2cc(C(F)(F)F)ccc2S1(=O)=O	.	.	.	5%	2.7	91	8%	.	i	6%
O=C(NCc1ccc(F)cc1)C(c1ccco1)N(C(=O)c1csnn1)C1CC1 (stereo not drawn)	-9%	-9%	-2%	-2%	0.3	54	8%	-0.3%	.	7%
CC(C)[C@H]1COCCS(=O)(=O)N1Cc1ccccc1	.	.	.	-4%	-1.4	85	15%	.	i	4%
O=C1CSC(c2nn(-c3ccccc3)cc2-c2cc3ccccc3oc2=O)N1Cc1ccco1 (stereo not drawn)	24%	0%	10%	-1%	1.2	57	11%	-0.1%	i	-2%
O=C(NC(C(=O)c1ccccc1)n1c(=O)cc[nH]c1=S)c1ccccc1 (stereo not drawn)	-3%	-11%	-1%	-16%	0.6	62	17%	0.1%	i	2%
CC1CCN(C(=O)C(=O)c2cn(CC(=O)N3CCCC3)c3ccccc23)CC1	1%	2%	20%	-3%	0.5	64	14%	-0.1%	.	7%
COc1ccc(N2C(=O)C3CCCN3C2=S)cc1 (stereo not drawn)	-16%	3%	-2%	1%	-0.6	57	9%	0.3%	.	7%
CN=C(Nc1cc(C)nn1CCC#N)c1ccccc1F	2%	6%	0%	1%	0.4	51	3%	-0.2%	i	2%
Cc1cc2oc3ccc(NCCCn4ccnc4)cc3c(=O)c2cc1C	.	.	.	-2%	3.5	106	23%	.	i	-5%
O=C(CCNS(=O)(=O)c1ccc(Cl)cc1)N1CCCC1	6%	-9%	8%	7%	0.9	57	4%	-0.1%	.	2%
COc1ccc(NC(=O)c2ccc3c(c2)C(=O)N(Cc2cccnc2)C3=O)cc1	-2%	-2%	10%	-2%	-1.1	38	5%	-0.2%	i	9%
Cc1ccccc1N1CC(C(=O)Nc2ccc(S(=O)(=O)N3CCCCC3)cc2)CC1=O (stereo not drawn)	4%	6%	3%	1%	2.2	39	-4%	-0.2%	.	12%
Next entries follow.
SMILES	AID2073	GPR35 arrestin U2OS	GPR55 LPI antagonism	NS5 inhibitors	NTR1 agonist	NTR1 agonist cell count 20 µM	Large T inhibition	GPR55 beta-arrestin	Yfh1-depleted yeast	MgcRacGAP inhibition	others
COc1ccccc1C(=O)Nc1ccc(N2CCN(Cc3ccccc3)CC2)cc1	0%	-8%	14%	5%	3.1	46	2%	-0.1%	i	8%
COc1ccc(CNC(=O)c2ccc(Cn3cc(Br)cn3)o2)cc1	9%	-11%	18%	9%	-1.3	61	7%	-0.1%	.	-1%
O=C(COC(=O)Cc1cccs1)Nc1cccc(S(=O)(=O)N2CCOCC2)c1	.	.	.	1%	-1.2	75	11%	.	.	0%
CC(C)NC(=O)c1ccc(N(Cc2ccccc2)S(C)(=O)=O)cc1	-5%	9%	-3%	.	1.5	58	18%	0.3%	.	4%
O=C(CSc1nc(N2CCOCC2)nc(N2CCOCC2)n1)Nc1ccc([N+](=O)[O-])cc1	-45%	-11%	-14%	-6%	-0.5	43	32%	0.0%	.	5%
Cn1nnnc1SCCNCC#Cc1ccccc1	3%	21%	1%	8%	2.0	43	6%	-0.3%	i	8%
NC(=O)CC(NC(=O)c1ccccc1)c1ccc(N2CCN(c3ccc(F)cc3)CC2)c([N+](=O)[O-])c1 (stereo not drawn)	-2%	-2%	11%	-4%	-1.6	38	5%	-0.2%	.	-5%
CC(C)(C)C(=O)Nc1cccc(C(=O)Nc2cc(C(=O)O)cc(C(=O)O)c2)c1	5%	-4%	7%	-6%	-1.0	36	9%	-0.3%	i	8%
Cc1ccccc1C(=O)Nc1nc(SCc2ccc(Cl)cc2)n[nH]1	-4%	15%	2%	-7%	6.3	30	6%	0.4%	i	0%
COc1cc(OC)cc(C(=O)Nc2nc3ccccc3[nH]2)c1	6%	11%	3%	13%	-2.3	22	0%	0.2%	i	10%

Reprinted at random: three records from the list
SMILES	AID2073	GPR35 arrestin U2OS	GPR55 LPI antagonism	NS5 inhibitors	NTR1 agonist	NTR1 agonist cell count 20 µM	Large T inhibition	GPR55 beta-arrestin	Yfh1-depleted yeast	MgcRacGAP inhibition	others
O=C(CSc1nc(N2CCOCC2)nc(N2CCOCC2)n1)Nc1ccc([N+](=O)[O-])cc1	-45%	-11%	-14%	-6%	-0.5	43	32%	0.0%	.	5%
NC(=O)CC(NC(=O)c1ccccc1)c1ccc(N2CCN(c3ccc(F)cc3)CC2)c([N+](=O)[O-])c1 (stereo not drawn)	-2%	-2%	11%	-4%	-1.6	38	5%	-0.2%	.	-5%
COc1ccccc1C(=O)Nc1ccc(N2CCN(Cc3ccccc3)CC2)cc1	0%	-8%	14%	5%	3.1	46	2%	-0.1%	i	8%
